Compound activity as filed in PubChem.
V-ATPase pH = regulators of yeast V-ATPase proton pumping, primary screen, pHLuorin cytosolic pH fluorescence | S. cerevisiae | response, % at 10 µM | 350,000 tested, 0.37% active | AID 504577, 2011; in the data active = response mostly above about 7.3%, no sharp cut-off; inactive = mostly below about 5.4%; also: actives read high; inactives centre near 0; some compounds called inactive have numbers as strong as hits; reference of the scale not given here
DSG3 Ab inh = inhibitors of pemphigus antibody binding to DSG3, primary screen, biochemical, bead-based, flow cytometry, scFv-GFP; Desmoglein-3 (Homo sapiens), P32926; DSG3-coupled beads, scFv-anti-DSG3-GFP binding; stronger effect = lower value; binding (percent of control), % at 10 µM; 310,000 tested, 0.48% active; AID 588358, 2011;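 active = binding more than 3 SD below its plate's average and above zero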;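 also: hits lower antibody fragment binding to DSG3; some compounds called inactive have numbers as strong as hits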
MOR-DOR ag = agonists of OPRM1-OPRD1 heterodimerization, primary screen, cell-based, luminescence; Mu-type opioid receptor (Homo sapiens) + Delta-type opioid receptor (Homo sapiens), …; cells; activation, % at 9.3 µM; 340,000 tested, 0.3% active; AID 504326, 2011; in the data active = activation above about 18%;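 also: 0% = vehicle-treated cells and 100% = reference agonist; values of inactives mirror those of a sister screen read the other way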
OPRM1-OPRD1 inv = inverse agonists of MOR-DOR heterodimerization, primary screen, cell-based, luminescence; inhibition, % at 9.3 µM; 340,000 tested, 0.21% active; cell-based MOR-DOR heterodimer luminescence, inverse agonism; AID 504357, 2011; in the data active = inhibition above about 22%, passing the limit was not always enough;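 also: 0% = cells with DMSO and 100% = wells without cells with DMSO; values of inactives mirror those of a sister screen read the other way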
C-LANA FP = inhibitors of KSHV C-LANA binding to DNA, primary screen, biochemical, fluorescence polarization, FAM-LBS DNA, MBP-C-LANA, single point | Kaposi's sarcoma herpesvirus LANA C-terminal domain (residues 932-1162) DNA binding | inhibition, % at 9 µM | 340,000 tested, 0.078% active | AID 504423, 2011;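 active = highest replicate inhibition at or above 60% at 9 µM, even if other replicates fall short; inactive = all replicates below 60% inhibition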;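 also: 0% = neutral control wells and 100% = 4 µM acridine orange control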
Arr AP2 block = inhibitors of beta-arrestin/AP2 binding, primary screen, biochemical, GPCR trafficking, flow cytometry; beta-arrestin 1 C-terminal peptide binding to AP2 beta2-adaptin appendage (human); FITC-arrestin peptide / GST-AP2 beads; AP2 beta2 appendage carries R879A mutation; inhibition, % at 10 µM; 340,000 tested, 0.31% active; AID 504490, 2011;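 active = inhibition above a set limit, near 3 SD of compounds lacking own fluorescence, cut at about 54% in these data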;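 also: plate controls were DMSO wells for no effect and 5 µM unlabelled arrestin peptide for full effect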
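System: GST-AP2 R879A glutathione beads | Also added: FITC-arrestin peptide, 50 nM | Times: 12 min plus 1 h, RT | Signal: Bead flow cytometry, FITC channel | Buffer or medium: PBS with 0.05% Tween 20 and 0.1% BSA | Read-out basis: Percent drop in bead-associated FITC signal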
Wnt act = Wnt/beta-catenin pathway activators, primary screen, cell-based, plate reader, single point; Wnt/beta-catenin reporter cell assay, activator; activation, % at 9.35 µM; 300,000 tested, 1.2% active; AID 743398, 2014; in the data active = activation above about 30%, passing the limit was not always enough;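 also: 0% = neutral control wells and 100% = positive control wells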
Keap1-Nrf2 PPI = Keap1-Nrf2 protein-protein interaction inhibitors, primary screen, biochemical, fluorescence polarization, single point | Keap1 Kelch-Nrf2 peptide fluorescence polarization, 1536-well | 340,000 tested, 0.15% active | inhibition, % at 9.4 µM | AID 504523, 2011; in the data active = inhibition above about 12%;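 also: human Keap1 Kelch domain with fluorescein labeled Nrf2 9mer peptide probe; 0% = neutral control wells and 100% = peptide positive control; higher means more block of Keap1 binding to Nrf2 peptide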
Target sequence (Q14145 whole entry, looked up, the tested form may be a part): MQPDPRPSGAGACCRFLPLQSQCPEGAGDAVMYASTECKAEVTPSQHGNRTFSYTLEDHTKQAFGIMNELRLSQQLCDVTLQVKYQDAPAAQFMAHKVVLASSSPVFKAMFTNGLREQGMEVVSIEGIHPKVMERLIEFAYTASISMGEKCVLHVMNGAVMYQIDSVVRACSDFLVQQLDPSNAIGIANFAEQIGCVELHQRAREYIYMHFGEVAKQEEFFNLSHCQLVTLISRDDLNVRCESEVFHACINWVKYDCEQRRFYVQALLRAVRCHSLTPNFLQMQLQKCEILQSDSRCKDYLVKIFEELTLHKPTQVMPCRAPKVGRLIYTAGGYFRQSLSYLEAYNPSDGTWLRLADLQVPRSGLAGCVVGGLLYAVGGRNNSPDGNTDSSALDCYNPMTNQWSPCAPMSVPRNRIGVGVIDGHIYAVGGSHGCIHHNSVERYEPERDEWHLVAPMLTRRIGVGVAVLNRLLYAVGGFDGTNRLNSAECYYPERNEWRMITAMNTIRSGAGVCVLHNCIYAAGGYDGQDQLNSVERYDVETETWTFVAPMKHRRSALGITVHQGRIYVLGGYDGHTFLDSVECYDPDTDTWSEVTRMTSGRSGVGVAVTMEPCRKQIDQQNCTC
Cardiac RTF inh = cardiac RTF calcium sensitivity inhibitors, primary screen, biochemical, IANBD-TnC fluorescence, EC70 calcium; IANBD-labeled cardiac RTF, Ca2+ fluorescence; inhibition, % at 7.15 µM; 340,000 tested, 0.12% active; AID 493244, 2011;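 active = inhibition above the mean inhibition of all tested compounds plus 3 SD, cut at about 17% in these data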;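 also: assay run at fixed EC70 calcium of 1.6 mM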
cardiac RTF act = cardiac RTF calcium sensitivity activators, primary screen, biochemical, IANBD-TnC fluorescence, EC20 calcium; Troponin I, cardiac muscle (Homo sapiens) + Troponin T, cardiac muscle (Homo sapiens) + …; IANBD-labeled TnC RTF fluorescence at EC20 calcium; 0% EC20 calcium, 100% full calcium; activation, % at 7.2 µM; 340,000 tested, 0.24% active; AID 493008, 2010;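 active = activation above the mean over all tested compounds plus 3 SD, cut at about 30% in these data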;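 also: rise in fluorescence read as greater calcium sensitivity of cardiac thin filaments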
* hit, by the source's call; · = not tested or not shown.

SMILES	V-ATPase pH	DSG3 Ab inh	MOR-DOR ag	OPRM1-OPRD1 inv	C-LANA FP	Arr AP2 block	Wnt act	Keap1-Nrf2 PPI	Cardiac RTF inh	cardiac RTF act
CCN(CC)S(=O)(=O)c1ccc(N/N=C(\C)c2cccnc2)nc1	2.1	99.5	-2.3	11.3	-0.2	31.6	-1.6	-2.7	-3.5	-7.1
O=C(CSc1ccc(Cl)cc1)Nc1ccccc1Oc1ccccc1	-1.9	102.1	5.1	-25.8	-0.2	18.5	-1.3	-3.6	-3.3	11.1
Cc1cccc(C)c1NC(=O)NCCSc1snnc1C	1.5	102.8	-2.1	10.8	0.6	-12.3	-0.8	-3.0	1.2	0.6
Cc1ccc(S(=O)(=O)NC2CC2)cc1[N+](=O)[O-]	-1.7	105.0	-1.6	7.5	-1.1	31.7	-0.8	1.1	-3.7	-5.5
Cc1cc(C)c2c(c1)/C(=N/NC(=O)c1ccc(O)cc1)CCC2	1.6	92.3	-1.3	7.1	-0.1	-5.8	0.3	-1.4	0.2	0.6
Cc1ccc(C2Nc3ccc4ccccc4c3C3=C2C(=O)CC(C)(C)C3)o1 (centres undefined)	0.4	·	5.0	-26.8	1.2	16.8	9.3	-1.3	-0.3	2.1
O=C(CCCOc1ccccc1)N1CCCCC1	-2.1	114.5	-3.7	18.5	1.0	3.7	·	1.6	1.2	2.0
CC(C)[C@@H](C(=O)NC1CCN(Cc2ccccc2)CC1)N1C(=O)N2CCc3c([nH]c4ccccc34)[C@@]2(C)C1=O	0.5	105.0	3.2	-16.1	1.4	-7.9	-1.2	2.8	4.3	-4.4
O=C(CN1C(=O)c2ccccc2S1(=O)=O)N1CCN(c2cccc(Cl)c2)CC1	0.7	·	-0.4	1.6	-1.3	-9.1	-1.7	-2.6	7.5	-2.6
N#Cc1ccc(C(=O)OCC(=O)Nc2ccc(S(N)(=O)=O)cc2)cc1	-1.2	96.5	0.3	-1.5	1.7	-11.0	-1.3	-4.2	-4.1	1.2
COc1ccc(Cc2nnc(NC(=O)C3CC(=O)N(c4ccccc4)C3)s2)cc1OC (centres undefined)	-2.4	·	-0.3	2.1	-1.1	3.0	-2.1	-2.8	5.8	-6.6
COc1ccccc1-c1cccc([C@@H]2C[C@H]3[C@H](CON3C)CN2C(=O)CCc2ccccc2)c1	1.1	97.6	-1.5	6.9	4.4	-2.3	-1.9	-2.6	-7.7	1.1
O=C(CCNC(=O)c1ccccc1Cl)NN=Cc1ccccc1[N+](=O)[O-]	-4.5	99.7	-2.0	9.8	1.1	31.8	7.5	-1.0	-3.0	-0.6
CCN(CC)S(=O)(=O)c1ccc(N2C(=O)CC2(/C=C/c2ccccc2)C(=O)NC2CCCC2)cc1 (centres undefined)	-4.2	98.0	-1.1	5.7	0.0	25.2	-5.1	1.9	6.6	1.8
O=C(N/N=C/c1ccc(OCc2ccccc2)cc1)c1cccs1	-0.4	89.5	-0.2	0.9	-0.4	15.7	·	2.5	-3.5	0.5
CC(C)C(NC(=O)c1ccccc1F)C(=O)Nc1nccs1 (centres undefined)	-1.0	101.8	-2.3	11.9	-0.3	44.6	-0.9	-0.2	6.0	-0.3
CC(C)(C)OC(=O)C[C@@H]1C/C=C\C[C@H](CC(=O)N[C@@H](CO)Cc2ccccc2)C(=O)N[C@H](C(C)(C)C)COC1=O	0.0	103.5	-1.8	10.7	1.3	-1.3	-2.9	-4.7	-2.7	6.5
O=C(NCc1ccccn1)C(F)(F)C(F)(F)C(=O)NCc1ccccn1	-3.8	·	-0.9	5.7	-0.5	18.8	-5.4	-4.7	-9.3	-1.5
NC(=O)c1nsc(C(=O)N(c2ccccc2F)C(C(=O)NCc2ccccc2)c2ccc(O)cc2)c1N (centres undefined)	-50.9	99.6	1.6	-8.3	-1.2	5.8	-3.3	2.4	-20.6	3.4
O=C(COc1ccccc1F)NCCc1ccc2c(c1)OCCO2	-5.3	119.9	-3.2	16.6	-0.7	3.7	-19.3	-4.8	4.3	8.5
Cc1c(C(=O)NC(=S)Nc2ccccc2N2CCCC2)cccc1[N+](=O)[O-]	-2.0	98.2	1.6	-8.3	0.1	·	-10.8	4.4	9.7	4.6
CC(C)N(Cc1ccccc1)C(=O)C1CCN(c2ncnc3c2nc2n3CCCCC2)CC1	3.2	105.9	-1.6	8.0	-1.1	-13.6	-1.9	-4.9	1.7	-5.6
COc1ccc(NC(=O)NNC(=O)C(C)Oc2ccc(C(C)C)cc2)c(OC)c1 (centres undefined)	-0.1	115.7	-0.8	2.6	2.7	6.5	1.1	-2.7	-4.9	3.1
CCCN(CCC)C(=O)C1CCN(c2ccc(S(=O)(=O)N3CCOCC3)cc2[N+](=O)[O-])CC1	-2.6	98.7	-1.2	6.1	-0.2	-10.0	0.6	-0.3	-1.6	-0.1
COc1ccccc1CNC(=O)C1CCCN(S(=O)(=O)c2cnc[nH]2)C1 (centres undefined)	3.1	110.3	-2.5	12.7	-1.1	1.5	-0.2	-1.1	1.0	5.4
COc1cc(Cl)c(C)cc1NC(=O)COC(=O)c1ccc(CN2CCCC2=O)cc1	-1.5	96.1	0.2	-0.6	7.4	65.2*	3.5	4.1	-2.0	-1.9
O=C(Cc1ccccc1)NNC(=S)NC(=O)c1cccs1	1.2	110.0	·	·	·	-47.0	2.7	·	·	·
COc1cc(C2NC(=O)NC(c3ccccc3)=C2C(C)=O)c(Br)c(Br)c1O (centres undefined)	-1.4	98.2	-3.8	18.2	-0.9	20.9	0.3	-1.7	-0.3	-9.0
COc1ccc(C(=O)NCc2ccc(C)cc2)cc1S(=O)(=O)N1CCCC1	5.8	·	-0.9	3.4	0.8	36.1	0.1	2.2	-1.8	2.8
O=C(N/N=C/c1ccccc1[N+](=O)[O-])C(=O)N1CCCC1	2.3	101.7	-1.9	9.7	-1.7	-6.0	2.5	-3.8	-2.4	6.2
CCOc1ccc(C(C)(N)C(=O)O)cc1 (centres undefined)	-0.2	85.3	-0.6	3.1	0.7	1.2	-4.5	-5.8	-3.6	4.7
Cc1noc(C(=O)Nc2ccc(F)cc2F)c1Cl	-5.6	87.1	-3.9	17.8	-1.2	-6.8	9.1	-0.3	-6.0	5.4
O=[N+]([O-])c1cccc2c3c([nH]c12)CCCC3	-4.7	106.2	2.8	-14.1	-4.9	7.8	-1.2	0.2	0.3	-1.7
CCN(CC)S(=O)(=O)c1ccc(Oc2ccccc2)cc1	-4.4	100.8	-2.0	10.7	0.0	25.4	·	-0.9	2.5	-4.7
c1ccc(C2=NC(c3ccccc3)N=C(c3ccccc3)N2)cc1	-1.7	100.1	-2.9	14.2	0.4	-8.1	3.1	0.4	4.2	1.1
Oc1c(Br)cc(Br)cc1CNc1ccc(F)cc1	0.8	106.0	-0.3	1.8	0.4	-5.4	-8.4	0.2	-13.5	-0.1
O=S(=O)(c1ccc(Br)cc1)c1nc(-c2ccco2)oc1NCC1CCCO1 (centres undefined)	8.7	105.0	-0.6	3.4	-1.6	7.0	-0.8	-1.7	-10.6	3.8
Cc1oc(-c2cccc(Cl)c2)nc1CN1CCC(C(=O)NCCCN2CCCC2=O)CC1	-0.3	111.9	0.2	-1.3	0.8	19.2	2.9	1.6	-5.9	1.6
Cc1cc(=O)oc2cc(OCCc3ccccc3)ccc12	-2.6	95.0	1.9	-9.9	1.2	21.4	21.7	-0.3	-2.6	-1.9
CSc1ccc(S(=O)(=O)NC(C)c2ccccc2)cc1 (centres undefined)	1.8	·	·	·	-1.3	33.6	-1.4	3.5	·	·
Cc1c(C)c(C)c(/C=[N+](/C)[O-])c(C)c1C	-2.1	83.8	-2.2	10.7	-1.5	-0.2	·	-1.2	7.0	0.7
COc1cc(C(C)=O)ccc1OCC(=O)NCCCn1nc(C)cc1C	-2.3	107.8	-2.1	8.2	0.0	7.8	-2.5	-1.4	0.4	-5.8
N#C/C(=C/c1ccc(Cl)cc1)NC(=O)c1ccccc1	-1.1	·	0.6	-2.6	-0.1	17.8	1.2	-0.1	-5.7	-6.2
COc1ccc(N(CC(=O)NCCSCc2ccc(C)cc2)S(=O)(=O)c2ccccc2)cc1	1.6	109.7	0.1	-0.3	-1.3	0.6	-0.4	-2.3	1.1	2.0
CCC(=O)N1CCc2cc(Br)cc(S(=O)(=O)N3CCC(C(=O)NCCCOC(C)C)CC3)c21	-2.5	112.1	-1.3	7.0	0.6	-3.9	1.5	-1.8	0.0	-4.0
CC(=O)Nc1ccc(S(=O)(=O)N2CCN=C2C)cc1	2.8	96.4	-1.0	5.6	0.5	6.9	·	-2.5	-1.8	-7.5
COc1ccc(CN2C(=O)c3cccnc3C2=O)cc1S(=O)(=O)N1CCCCC1C (centres undefined)	-2.6	·	-1.8	9.2	-0.4	0.9	-2.1	0.0	-5.8	-6.5
Cc1nc(SCC(=O)NCc2ccco2)c2c3c(sc2n1)CCCC3	4.2	108.9	-2.5	13.7	0.2	-0.9	·	-13.5	4.4	4.9
COC(=O)[C@H]1[C@H](CCc2ccccc2)NC(=O)N(Cc2ccccc2)[C@@H]1C	0.5	100.9	0.4	-2.3	1.1	-5.3	-1.5	-0.5	-9.5	2.7
C=C(C)c1cccc(C(C)(C)NC(=O)N2CCN(c3ccc(OC)cc3)CC2)c1	3.1	102.1	0.2	-1.1	-0.1	1.9	-0.1	1.6	-13.9	5.3
CCSc1cc(C2C(C#N)=C(N)OC(C)=C2C(=O)OC)c(C)o1 (centres undefined)	-2.8	·	-0.3	1.7	-0.3	10.4	0.7	-0.1	0.1	-4.2

Copied from the list:
Under MOR-DOR ag, COc1ccc(Cc2nnc(NC(=O)C3CC(=O)N(c4ccccc4)C3)s2)cc1OC (centres undefined) reads -0.3
Under Arr AP2 block, COc1cc(C(C)=O)ccc1OCC(=O)NCCCn1nc(C)cc1C reads 7.8
Under C-LANA FP, CC(C)C(NC(=O)c1ccccc1F)C(=O)Nc1nccs1 (centres undefined) reads -0.3

Sorted by molar mass (descending): part of the list above
SMILES	V-ATPase pH	DSG3 Ab inh	MOR-DOR ag	OPRM1-OPRD1 inv	C-LANA FP	Arr AP2 block	Wnt act	Keap1-Nrf2 PPI	Cardiac RTF inh	cardiac RTF act
O=S(=O)(c1ccc(Br)cc1)c1nc(-c2ccco2)oc1NCC1CCCO1 (centres undefined)	8.7	105.0	-0.6	3.4	-1.6	7.0	-0.8	-1.7	-10.6	3.8
COc1ccc(NC(=O)NNC(=O)C(C)Oc2ccc(C(C)C)cc2)c(OC)c1 (centres undefined)	-0.1	115.7	-0.8	2.6	2.7	6.5	1.1	-2.7	-4.9	3.1
O=C(N/N=C/c1ccc(OCc2ccccc2)cc1)c1cccs1	-0.4	89.5	-0.2	0.9	-0.4	15.7	·	2.5	-3.5	0.5
